GRP78 ERSR act = induces the endoplasmic reticulum stress response in human glioma cells | U87-MG GRP78 promoter luciferase reporter, 16 h | Potency, µM, for the others: top-dose activation, hits mostly activators | 0.02% of 420,000 active; note: potency is the fitted concentration of half-maximal effect; series mostly up to about 76 µM; % of control where 0% means no effect; nearly all actives have a fitted effect of over 35% in size
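Stably transfected U87-MG glioma cells carrying a GRP78-based luciferase sensor; 16 h compound incubation. Luminescence end-point read 10 min after Bright-Glo addition at room temperature.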
Vif-A3G inh = Vif-A3G binding inhibition. Q9HC16. HeLa A3G-eYFP + Vif (tagged APOBEC3G with the HIV-1 protein that degrades it), YFP fluorescence, overnight. Potency, µM (titrated, usually from 46.1 µM), without a hit: at the top dose activity, negative = active, hits mostly inhibitors. 0.076% of 410,000 active;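 note: potency is the fitted concentration of half-maximal effect; % is set by controls: 0 for no effect and ±100 for the full control effect; nearly all actives have a fitted effect of over 60% in size; hits raise eYFP signal because A3G escapes Vif-driven loss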
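Read-out is eYFP fluorescence (Ex 488/Em 500-530) from Vif-expressing HeLa A3G-eYFP cells; more signal means A3G escaped Vif-mediated degradation. Cells plated overnight, compound pinned in, incubated overnight at 37 deg C.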
D2 ag = activates the human D2 dopamine receptor. P14416. HEK293 T-REx D2 cells, calcium flux agonist mode. activation, % at 2 µM. 0.53% of 340,000 active;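 active = activation over 3 SD above normal in the single-dose calcium agonist read, cut at about 30% in these data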; note: 0% is about no effect
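Tetracycline-induced HEK293 T-REx cells with force-coupled D2 receptor, plated overnight at 30 C, loaded with no-wash calcium dye. After a 10 s baseline, compound was pin-added and calcium flux read kinetically for 180 s; calcium rises flagged agonists.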
LDHA block = inhibitors of human lactate dehydrogenase A; 0.15% of 480,000 active; purified LDHA, NADH/diaphorase-resazurin fluorescence; hits give low values; activity change, % (values are at about 110 or 230 µM); in the data active = activity change below about -30%; inconclusive = mostly about -25% to -30%;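 note: plate controls were DMSO wells for no effect and wells without enzyme for full effect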
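Remaining NADH was detected by diaphorase (0.133 mg/mL) converting 37 µM resazurin to fluorescent resorufin, read at 0 and 20 minutes. The preceding 5-minute room-temperature reaction used 2 nM LDHA, 0.2 mM sodium pyruvate and 0.06 mM NADH at pH 7.4.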
ALOX12 inh = inhibitors of human 12S-lipoxygenase ALOX12; purified 12hLO, xylenol orange hydroperoxide absorbance; Potency, µM (titrated, usually from 108 µM), for the others: at the top dose activity change, negative = inhibition, most hits filed as inhibitors; 1.1% of 580,000 active; note: potency is the fitted concentration of half-maximal effect; % is set by controls: 0 for no effect and ±100 for the full control effect
Target sequence (P18054 whole entry, looked up): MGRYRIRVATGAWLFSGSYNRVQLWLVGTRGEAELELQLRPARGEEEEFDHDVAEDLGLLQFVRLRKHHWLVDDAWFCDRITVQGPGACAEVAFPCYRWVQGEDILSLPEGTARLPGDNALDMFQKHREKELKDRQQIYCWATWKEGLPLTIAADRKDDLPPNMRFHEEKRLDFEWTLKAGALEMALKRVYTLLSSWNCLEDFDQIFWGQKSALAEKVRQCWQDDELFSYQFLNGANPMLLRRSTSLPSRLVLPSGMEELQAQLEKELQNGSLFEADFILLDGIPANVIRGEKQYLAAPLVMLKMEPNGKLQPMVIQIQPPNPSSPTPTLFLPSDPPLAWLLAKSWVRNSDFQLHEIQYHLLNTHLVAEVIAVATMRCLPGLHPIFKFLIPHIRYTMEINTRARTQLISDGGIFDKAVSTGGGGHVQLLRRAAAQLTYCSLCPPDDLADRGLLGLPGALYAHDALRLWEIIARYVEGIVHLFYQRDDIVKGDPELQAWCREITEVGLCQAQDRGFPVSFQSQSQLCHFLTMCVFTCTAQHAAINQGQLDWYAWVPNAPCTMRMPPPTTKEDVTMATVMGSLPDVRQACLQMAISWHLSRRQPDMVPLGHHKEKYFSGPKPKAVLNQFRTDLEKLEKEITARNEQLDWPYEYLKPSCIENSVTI
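Hydroperoxide product was detected by ferrous iron/xylenol orange as the 573 to 405 nm absorbance ratio. Arachidonic acid at 40 uM (final) was turned over for 30 min at room temperature by 150 nM human 12hLO, pH 7.0 Hepes buffer, after 15 min compound preincubation.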
Vif-APOBEC3F blk = inhibitors of Vif-A3F interaction. HeLa A3F-eYFP + Vif (tagged APOBEC3F with the HIV-1 protein that degrades it), YFP fluorescence increase. Potency, µM (series often up to 46.1 µM), for inactives: top-dose activity, negative = active. 0.2% of 390,000 active. AID 602313; note: potency is the fitted concentration of half-maximal effect; % of control where 0% means no effect; nearly all actives have a fitted effect of over 65% in size
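HeLa cells stably expressing A3F-eYFP plus Vif, plated and incubated overnight at 37 deg C, then exposed to compounds overnight at 37 deg C. Blocked degradation read as raised yellow fluorescence (Ex 488/Em 500-530).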
ERG-DNA inh = inhibitors of human ERG Ets domain-DNA interaction; P11308; fluorescence polarization, His-ERG Ets domain / labelled DNA; Potency, µM (top dose mostly 76.9 µM), inactives show at the top dose FP activity, negative = inhibition, actives largely listed as inhibitors; 0.028% of 370,000 active; active = well fitted inhibition curve with a large enough effect in the polarisation, with a control signal flat; inconclusive = small, poorly fitted or top-dose-only effect, or effect the other way, or a change in a side signal; inactive = no such curve, though single readings can be large or run the other way; the % refers to the polarisation;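 note: polarization taken with two DNA probes labelled with fluorescein and Texas red; potency is the fitted concentration of half-maximal effect; % of control where 0% means no effect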
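His-tagged ERG Ets domain (1 uM in the protein solution; 300mM KCl, 50mM Tris-HCl, 1mM EDTA, 1mM DTT, pH 7.5) received compound, then a probe mix of 5 nM fluorescein-DNA and 100nM Texas-615-DNA. Fluorescence polarization was read for both dyes.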
RGS4 inh = blocks human RGS4-accelerated GTP hydrolysis. P49798. Potency, µM (doses to about 114 µM), inactives show at the highest dose activity change, negative = inhibition, usual class: inhibitors. 0.039% of 390,000 active. Transcreener GDP fluorescence polarization, RGS4-accelerated GTP hydrolysis; note: potency is the fitted concentration of half-maximal effect; % is set by controls: 0 for no effect and ±100 for the full control effect; nearly all actives have a fitted effect of over 75% in size; some results filed as inactive show a strong effect at the top dose
Target sequence (P49798 whole entry, looked up): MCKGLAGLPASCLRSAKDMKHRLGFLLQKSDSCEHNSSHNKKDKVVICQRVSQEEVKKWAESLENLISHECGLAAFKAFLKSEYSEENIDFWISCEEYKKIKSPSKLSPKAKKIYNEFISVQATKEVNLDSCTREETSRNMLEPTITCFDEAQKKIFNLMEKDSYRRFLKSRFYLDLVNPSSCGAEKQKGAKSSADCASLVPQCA
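MLSMR compounds (23 nl, pin-transferred) preincubated 10 min at room temperature with a 500nM (2x) first reagent, then RGS4 at 900nM (2x) plus Transcreener GDP mix added; fluorescence polarization (620/688 nm) read before and after 90 min at 30 °C.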
D2 antag = antagonizes the human D2 dopamine receptor; P14416; HEK293 TREx D2 cells, calcium flux, dopamine EC80; inhibition, % at 10 µM; 2% of 340,000 active; AID 485344; in the data active = inhibition above about 30%; note: 0% is about no effect
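Read-out: kinetic calcium fluorescence (1 cycle/s) in inducible HEK293 T-REx D2 cells after an EC80 dopamine addition that followed 180 s compound preincubation. Loss of the dopamine response indicates antagonism.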
Active calls of the source: *; ? = inconclusive; · = not tested or not shown; & = joins results of further samples; [ ] = dose if it differs, or a comment. Unless noted, calls come from the whole dose curve; as a rule, active = well fitted curve in the direction sought with a large enough effect; inconclusive = small, poorly fitted or top-dose-only effect, or another doubt; inactive = no such curve, though single readings can be large; an effect the other way counts as inactive or inconclusive. Not all compounds are listed; count on the stated rates, not on these rows.

structure,GRP78 ERSR act,Vif-A3G inh,D2 ag,LDHA block,ALOX12 inh,Vif-APOBEC3F blk,ERG-DNA inh,RGS4 inh,D2 antag
Cc1cccc(Nc2nc(N)c([N+](=O)[O-])c(NCc3ccccc3)n2)c1,10%,-8%,-0.1,-1,-3%,8%,7%,4%,0
CCc1nc2ccc(C(=O)NCCN3CCOCC3)cn2c1N(C)Cc1ccc(OC)cc1,-4%,1%,·,-6,-4%,·,·,·,·
COc1cccc(COC(=O)c2nn(-c3ccccc3)nc2N)c1,-2%&9%,0%&-1%,1.4&0.4,-2&-1,4%&-18%,1%&-6%,9%&3%,16%&-14%,26
COc1ccccc1NC(=O)CNC(=O)CC12CC3CC(CC(C3)C1)C2,-1%,-4%,·,-4,397%[activator],-27%,-5%,-13%,·
COc1cc(S(=O)(=O)N2CCCC3(CCCCC3)C2)ccc1-n1cnnn1,-5%,-1%,-0.1,-8,-9%,0%,·,8%,9
CC(C)CCOc1cccc(OCC(=O)O)c1,-1%,-11%,0.9,-4,-1%,-5%,-1%,-15%,15
COCCNC(=O)C1(C)CCCN(C(=O)c2ccc(C(=O)OC)cc2)C1 (configuration not stated),-4%,-1%,·,-6,7%,·,·,·,·
O=C(NCc1ccccc1F)c1cccs1,4%,2%,1.0,-12,12%,-19%,-8%,4%,1
CCc1ccc(NC(=O)c2cc(S(=O)(=O)NC3CCCCCC3)ccc2F)cc1,2%,0%,-0.1,-1,-2%,-4%,6%,10%,·
NC(=S)NN=Cc1c[nH]c2nccnc12,-6%,-8%,·,7,?,-4%,·,·,·
N#Cc1cccc(C(=O)OCC(=O)N2CCCc3ccccc32)c1,-3%,-2%,·,-7,10%,10%,-21%,-6%,·
Nc1ccn(CC(=O)NCc2ccc3c(c2)OCO3)c(=O)n1,-4%,4%,-0.3,-4,-8%,0%,-25%,-2%,0
C[C@@H]1CN([C@H](C)CO)C(=O)CCCn2cc(nn2)CO[C@H]1CN(C)S(=O)(=O)c1ccc(Oc2ccccc2)cc1,-1%,-2%,·,-3,-26%,-2%,·,·,·
Cn1c(O)c(/C=N/Nc2ccccc2)c(=O)n(C)c1=O,-5%,-15%,2.2,-5,?,3%,-1%,-13%,-26
O=C(CCC(=O)N1CCN(c2ccccn2)CC1)Nc1nnc(C(F)(F)F)s1,-2%,1%,0.0,-3,3%,2%,-18%,-31%,16

An excerpt of these results, field by field:
COc1ccccc1NC(=O)CNC(=O)CC12CC3CC(CC(C3)C1)C2
  GRP78 ERSR act = -1%	Vif-A3G inh = -4%	D2 ag = ·	LDHA block = -4	ALOX12 inh = 397%[activator]	Vif-APOBEC3F blk = -27%	ERG-DNA inh = -5%	RGS4 inh = -13%	D2 antag = ·
COc1cc(S(=O)(=O)N2CCCC3(CCCCC3)C2)ccc1-n1cnnn1
  GRP78 ERSR act = -5%	Vif-A3G inh = -1%	D2 ag = -0.1	LDHA block = -8	ALOX12 inh = -9%	Vif-APOBEC3F blk = 0%	ERG-DNA inh = ·	RGS4 inh = 8%	D2 antag = 9

Additional entries
structure,GRP78 ERSR act,Vif-A3G inh,D2 ag,LDHA block,ALOX12 inh,Vif-APOBEC3F blk,ERG-DNA inh,RGS4 inh,D2 antag
O=C(Nc1nc(-c2cccs2)cs1)c1ccco1,5%,0%,-0.9,-2,-12%,6%,7%,-36%[56.9 µM],12
NNC(=O)c1nnn(-c2nonc2N)c1-c1cccs1,-6%,-2%,-1.7,-1,-8%,4%,1%,13%,-7
COc1cccc(C(=O)NC(C)c2ccc(-c3ccccc3)cc2)c1OC (configuration not stated),-1%,2%,0.6,-1,-1%,2%,-1%,-24%,18
CC(C)(C)c1cc(C(=O)Nc2ccccc2)ccn1,3%,2%,-0.1,-3,41%[activator],3%,10%,-3%,5
CCCC1(c2ccccc2)NC(=O)N(CC(=O)c2[nH]c(C)c(C(=O)OCC)c2C)C1=O (configuration not stated),-4%,-6%,-1.1,-2,0%,6%,-4%,-31%,19
Cc1cc(C(=O)NNc2ccc(C)c(C)c2)no1,-2%,-22%,0.3,5,144%[activator],-15%,7%,14%,-4
Cc1ccc(NC(=S)NCCN2CCOCC2)cc1,-1%,1%,-1.1,-10,?,1%,3%,-2%,4
CC(=O)c1[nH]c(C)c(C(=O)N2CCCC(Nc3cccc(F)c3)C2)c1C (configuration not stated),-2%,-9%,-3.0,1,8%,1%,-10%,-17%,9
CCCc1cc(N2CCC(C(N)=O)CC2)nc(-c2ccccc2)n1,-4%,0%,-0.3,-2,2%,5%,-8%,-15%,-27
CC(=O)Nc1ccc(NC(=O)c2sc3nc4c(c(-c5ccc(C)cc5)c3c2N)CCC4)cc1,-4%,-5%,0.7,-8,·,-2%,5%,-10%,-20
CCCCn1c(N)c(N(CCC(C)C)C(=O)C2CC(=O)N(c3cccc(SC)c3)C2)c(=O)[nH]c1=O (configuration not stated),-3%,-3%,-0.4,-1,-28%,6%,-2%,-19%,-2
COC(=O)[C@H](Cc1ccccc1)NC(=O)N1CCCCC1,0%,-1%,-0.6,-7,-18%,11%,-1%,-19%,2
O=C(c1ccccc1)C(O)(Cc1ccccc1)c1ccccc1 (configuration not stated),-2%,-5%,·,1,-1%,7%,-20%,-23%,·
C=CCn1c(SCn2nnc3ccccc3c2=O)nnc1-c1ccc(F)cc1,-3%,3%,-0.1,-1,-30%,-5%,·,-11%,-6
O=C(Nc1ccon1)c1ccc(F)c(S(=O)(=O)N2CCCCC2)c1,-7%,4%,-0.4,-2,0%,2%,-5%,-6%,-2
COc1ccc(/C=N/NC(=O)CN2CCSCC2)cc1C,-2%,2%,0.3,-22,?,-6%,-1%,15%,8
Cc1cc(OCC(=O)N2CCOCC2)ccc1NC(=O)C1CCCCC1,-1%,3%,0.9,-4,-6%,-7%,-10%,-11%,0
COc1ccc(N(CC(=O)NCCc2cccc(C)c2)S(=O)(=O)c2c(C)nn(C)c2C)cc1,-2%,-6%,0.4,-1,-8%,-8%,1%,-4%,·
Nc1ccc(-c2nc3ccc(N)cc3s2)cc1,-16%,1%,1.6,10,-21%,-1%,2%,-52%,-1
CN(C)S(=O)(=O)c1ccc(S(=O)(=O)N(CC(=O)Nc2ccccc2)CC2CCCO2)cc1 (configuration not stated),-4%,4%,-0.2,-8,0%,1%,-4%,39%,4
Cc1ccc(-n2c(C)nn(CC3CC3)c2=O)cc1,-1%,0%,-0.2,1,1%,-2%,8%,-7%,6
CC(C)(C)OC(=O)N[C@@H](/C=C/c1ccccc1)C(=O)OC(C)(C)C,-4%,2%,-0.4,-2,4%,1%,-2%,29%,-12
CCN(CC)CCCNC(=O)CN1N=C(c2ccc(OC)cc2)CCC1=O,-4%&-5%,2%&-3%,0.3&-0.9,1&-3,38%&-17%[activator],1%&1%,15%&-6%,-4%&-16%,-1
C/C(=N/NC(=O)CN1CCN(Cc2ccccc2Cl)CC1)c1ccco1,-5%,-7%,-0.1,-3,142%[activator],11%,3%,7%,-9
COCCCNC(=O)CN1C(=O)c2c(c3ccccc3n2C)C1c1ccc(OC)cc1 (configuration not stated),-2%,-3%,0.7,1,?,-1%,-1%,-7%,·
COc1ccc(CCNC(=O)c2c(Cl)ccc(Cl)c2OC)cc1OC,-2%,2%,·,-4,-2%,-23%,-2%,7%,·
CCOc1ccc(CN2CCN(Cc3[nH]c4ccc(OC)cc4c3C)CC2CCO)cc1 (configuration not stated),-2%,1%,-0.1,0,?,10%,4%,-3%,-2
N#CC1=C2SCN(Cc3ccco3)CN2C(=O)CC1c1c(F)cccc1Cl (configuration not stated),-4%,-1%,0.2,4,?,-10%,-5%,?,13
CCOC(=O)Cn1c(=O)n(-c2ccccc2OC)c2nc(-c3cccc(F)c3)nc(C(N)=O)c21,-3%,1%,-1.5,-3,11µM*,8%,-1%,8%,·
Cc1ccc2c(CC(=O)OCc3nc(N)nc(Nc4ccccc4C)n3)coc2c1,-2%,-6%,-0.2,2,0%,-6%,-13%,-6%,-16
Cc1nn(Cc2ccc(F)cc2)c(C)c1NC(=O)c1noc2c1CCc1ccccc1-2,-6%&-3%,4%&3%,1.5&0.0,-2&1,-12%&-2%,-14%&-6%,3%&-12%,11%&-2%,-18
CC1CC(C)CN(C(=O)c2ccc(CSc3nc4ccncc4[nH]3)cc2)C1 (configuration not stated),0%,4%,0.8,-4,4%,-2%,9%,-3%,-6

Record cards, from the list above. Screens in order: GRP78 ERSR act | Vif-A3G inh | D2 ag | LDHA block | ALOX12 inh | Vif-APOBEC3F blk | ERG-DNA inh | RGS4 inh | D2 antag
Profile of COCCCNC(=O)CN1C(=O)c2c(c3ccccc3n2C)C1c1ccc(OC)cc1 (configuration not stated) → -2% | -3% | 0.7 | 1 | ? | -1% | -1% | -7% | ·
Profile of CC1CC(C)CN(C(=O)c2ccc(CSc3nc4ccncc4[nH]3)cc2)C1 (configuration not stated) → 0% | 4% | 0.8 | -4 | 4% | -2% | 9% | -3% | -6
Profile of CC(C)(C)OC(=O)N[C@@H](/C=C/c1ccccc1)C(=O)OC(C)(C)C → -4% | 2% | -0.4 | -2 | 4% | 1% | -2% | 29% | -12
Profile of Nc1ccc(-c2nc3ccc(N)cc3s2)cc1 → -16% | 1% | 1.6 | 10 | -21% | -1% | 2% | -52% | -1
Profile of Cc1ccc(-n2c(C)nn(CC3CC3)c2=O)cc1 → -1% | 0% | -0.2 | 1 | 1% | -2% | 8% | -7% | 6

Screening results (PubChem)
